# STK33 inh: blocks human STK33 kinase activity; Q9BYT3; purified STK33, MBP phosphorylation, ADP-Glo luminescence; inhibition, % at 10 µM; 0.073% of 320,000 active; AID 2661;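 active = inhibition at or above 25%, using the most active replicate where run in duplicate; inactive = inhibition below 25%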
# Target sequence (Q9BYT3 whole entry, looked up): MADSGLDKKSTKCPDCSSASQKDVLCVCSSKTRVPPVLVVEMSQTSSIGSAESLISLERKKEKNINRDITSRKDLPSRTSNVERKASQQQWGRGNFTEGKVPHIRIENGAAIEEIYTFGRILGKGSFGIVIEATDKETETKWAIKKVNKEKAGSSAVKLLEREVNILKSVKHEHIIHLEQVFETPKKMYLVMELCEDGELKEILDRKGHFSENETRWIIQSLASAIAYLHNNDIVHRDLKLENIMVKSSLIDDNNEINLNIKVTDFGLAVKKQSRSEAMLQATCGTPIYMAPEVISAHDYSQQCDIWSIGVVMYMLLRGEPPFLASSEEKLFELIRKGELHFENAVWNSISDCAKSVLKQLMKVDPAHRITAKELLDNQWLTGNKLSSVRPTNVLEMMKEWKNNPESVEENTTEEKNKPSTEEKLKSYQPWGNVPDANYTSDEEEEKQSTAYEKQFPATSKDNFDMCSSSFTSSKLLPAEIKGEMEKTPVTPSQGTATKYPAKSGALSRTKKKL
# OX1R antag: antagonists of human orexin 1 receptor (OX1R) | 1.8% of 330,000 active | inhibition, % at 6.6 µM | AID 485270 | O43613 | OX1R-expressing cells, FRET antagonist read-out; in the data active = inhibition mostly above about 38%, no sharp cut-off; inactive = mostly below about 40%;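 also: 0% = agonist challenge alone and 100% = reference antagonist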
# Target sequence (O43613 whole entry, looked up): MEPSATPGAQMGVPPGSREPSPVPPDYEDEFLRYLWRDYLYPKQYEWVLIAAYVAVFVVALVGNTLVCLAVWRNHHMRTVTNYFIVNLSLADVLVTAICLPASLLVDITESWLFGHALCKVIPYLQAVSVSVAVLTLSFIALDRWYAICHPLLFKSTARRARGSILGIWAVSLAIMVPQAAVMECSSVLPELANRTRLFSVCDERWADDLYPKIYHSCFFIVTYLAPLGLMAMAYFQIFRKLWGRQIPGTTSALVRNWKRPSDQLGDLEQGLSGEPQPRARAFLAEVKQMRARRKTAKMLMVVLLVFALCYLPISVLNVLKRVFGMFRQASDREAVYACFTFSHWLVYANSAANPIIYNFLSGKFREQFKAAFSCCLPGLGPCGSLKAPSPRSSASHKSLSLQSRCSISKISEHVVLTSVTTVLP
# * marks the source's active call; other numbers are inactive results; nt = not tested or not shown; & = joins results of further samples.
SMILES,STK33 inh,OX1R antag
CCOC(=O)N1CCN(Cc2nc3cc([N+](=O)[O-])ccc3n2C)CC1,0.6,2.6
OCc1cccc(Nc2ncnc3sc4c(c23)CCCCC4)c1,-0.2,19.0
Cc1nc(Oc2ccc(Cl)cc2)c2oc3ccccc3c2n1,-0.6,1.5
COc1ccc(NC(=O)COc2ccc(S(=O)(=O)N3CCOCC3)cc2C)cc1OC,-0.6,10.8
COc1ccc(C(=O)Nc2cc(OC)nc(OC)n2)cc1,0.7,18.5
COc1ccc(Cn2c(=S)[nH]c3cc(C(=O)N4CCCCC4)ccc3c2=O)cc1,-0.4,7.3
O=C(/C=C/c1cccc(Br)c1)OCC(=O)N1CCN(c2ccccc2)CC1,0.1,8.8
CCC(C)[C@H](NC(=O)C1CC(=O)N(c2ccc(OC)cc2)C1)C(=O)N1CCCCC1 (stereo partly drawn),0.3,-3.2
COc1ccccc1/C=C/C=N/n1c(-c2ccc(Cl)cc2Cl)n[nH]c1=S,-0.4,10.9
COc1ccc2c(c1)C(=O)N(c1ccccc1OC)C(=O)C2,-1.2,6.6
O=C(COC(=O)c1ccc(S(=O)(=O)N2CCCC2)cc1)NCc1ccccc1,-2.0,9.8
CC1CCCN(S(=O)(=O)c2ccc(S(=O)(=O)N3CCC4(CC3)OCCO4)cc2)C1 (stereo not drawn),-1.3,11.7
O=C1Nc2ccc(S(=O)(=O)N3CCCC3C(=O)O)c3cccc1c23 (stereo not drawn),1.7,37.9*
CC(C)(C)c1nnc(NS(=O)(=O)c2ccc([N+](=O)[O-])cc2)s1,0.2,nt
CCCN1C(=O)/C(=c2\sc3nc(=O)c(Cc4ccc(C)cc4)nn3c2=O)c2ccccc21,-1.5,6.4
Cc1cc(O)ccc1NC1=CC(=O)CC(C)(C)C1,0.0,6.0
COc1ccc(C(=O)Nc2cc(C)cc(C)c2)cc1S(=O)(=O)N1CCOCC1,-1.0,11.7
CCc1ccc(CN(C)C(C)C(=O)NCc2ccccc2)cc1 (stereo not drawn),-0.1,nt
Cc1ccc(S(=O)(=O)NC2=NCCC2)cc1,-0.6,8.1
CCOC(=O)CC(=O)CSc1nc(N)c(C#N)c(-c2ccc(F)cc2)c1C#N,0.0,6.7
Cc1ccc2c(c1)N(CC(=O)NCCCN1CC(C)CC(C)C1)C(=O)c1cccnc1O2 (stereo not drawn),-0.1,15.3
O=C1CCc2cc(NS(=O)(=O)c3cc(F)ccc3F)cc3c2N1CC3,-0.4,15.1
O=C(CN1C(=O)NC2(CCOc3ccccc32)C1=O)N1CCCCC1 (stereo not drawn),-1.7,-0.4
O=C(c1ccc2c3c(cccc13)CC2)N1CCN(c2ncccn2)CC1,-0.6,2.6
CC12CCC(c3c(C(=O)N4CCOCC4)nn(-c4ccccc4)c31)C2(C)C (stereo not drawn),-0.7,25.9
# (listing goes on)
SMILES,STK33 inh,OX1R antag
COCCN(CCOC)C(=S)Nc1cc(S(=O)(=O)N(C)C)ccc1C,-0.5,12.8
O=C(O)C(Cc1c[nH]c2ccccc12)N1Cc2ccccc2C1=O (stereo not drawn),1.9,3.0
CCCC(=O)Nc1cccc(NC(=O)c2ccc3c(c2)OCCO3)c1,0.4,20.2
CCOCCCn1c(SCC(=O)NCc2ccc3c(c2)OCO3)nc2ccccc2c1=O,0.6,23.4
Clc1ccc(Cn2ncc3c(NCc4ccco4)ncnc32)c(Cl)c1,nt,59.5
O=C(NCCN1CCOCC1)c1ccc2c(c1)N(Cc1ccc(F)cc1)C(=O)c1ccccc1S2(=O)=O,nt,11.5
COCCCNC(=O)Cn1cc(/C=C(\C#N)C(=O)NC2CC2)c2ccccc21,-0.7,1.4
COC(=O)[C@@]1(Cc2ccc(OC)cc2)[C@@H]2C(=CC(=O)[C@H]2CC(=O)C(=O)N2CCCC2)CN1C(=O)c1ccccc1,4.0,2.7
CN(C(=O)COC(=O)/C=C/c1ccc(S(=O)(=O)N2CCc3ccccc32)cc1)C1CCS(=O)(=O)C1 (stereo not drawn),0.0,9.0
CCSc1sccc1C1C(C#N)=C(N)N(c2cccnc2)C2=C1C(=O)CCC2 (stereo not drawn),0.3,25.2
O=C(NCc1ccccc1C(F)(F)F)C1CC(c2cccc(F)c2)=NO1 (stereo not drawn),-2.0,15.6
COC(=O)Cc1ccc(NC(=S)N2CCN(c3ccccn3)CC2)cc1,-1.1,3.8
Cc1cc(C)n(-c2ccc(F)cc2)c(=O)c1C(=O)O,-2.4,10.5
COc1ccc2c(C)cc3nncn3c2c1,2.4,8.8
COC(=O)c1cc(NC(=O)c2cc(-c3ccccc3Cl)oc2C(F)(F)F)ccc1N1CCOCC1,2.1,9.5
COC(=O)C1=C(COc2ccccc2)NC(=O)NC1c1ccc(Br)cc1 (stereo not drawn),-0.4,20.5
COc1cccc(CN(C)CC2CCCN(CCc3ccc(Cl)cc3)C2)c1OC (stereo not drawn),-1.4,27.6
CCOc1ccccc1N1CCN(C(=O)c2ccc(S(=O)(=O)Nc3ccccc3)cc2)CC1,-1.1,6.3
COc1cc2c(cc1OC)C1(CCCCC1)CN(C)C2,1.2,24.1
CC(Sc1nncn1C)C(=O)Nc1nnc(C(C)C)s1 (stereo not drawn),0.4,-0.8
Oc1ccccc1-c1cc(-c2ccccc2)no1,2.9,42.9
COc1ccc(S(=O)(=O)N(CC(=O)O)c2ccccn2)cc1,-1.1,14.8
Oc1ccc(Br)cc1C=Nc1ccc2c3c(cccc13)CC2,nt,5.7
CC(C)c1nnc(NC(=O)COc2ccc3c(c2)OCO3)s1,-0.8,17.3
COc1cc(S(=O)(=O)Nc2ccc(C)cc2)ccc1N=Cc1c(C)[nH]n(-c2ccccc2)c1=O,-1.3,12.2
# New compounds follow
SMILES,STK33 inh,OX1R antag
O=C(NC1CCOc2ccccc21)c1ccc(=O)[nH]c1 (stereo not drawn),-2.5,9.1
Cc1ccc(NC(=O)CSCC(=O)NCCc2ccccc2)c(C)c1,-0.8,-0.3
COc1ccc(OC2CCN(S(=O)(=O)c3ccc(OC)c(OC)c3)CC2)cc1,0.0,0.9
Cc1ccccc1C(=O)Nn1cnnc1,-1.6,0.7
Cc1ccccc1NC(=O)Cc1nnc(SCC(=O)Nc2ccccc2)n1C,-1.3,5.2
CC(C)N(C(=O)[C@H]1CC(CC(=O)NCCCn2ccnc2)C(=O)N2CCc3c([nH]c4ccccc34)[C@]12C)C(C)C (stereo partly drawn),-0.3,8.5
Cn1c(CNC(=O)CNS(=O)(=O)c2ccccc2)cc(=O)n(C)c1=O,-0.4,16.2
CCOC(=O)c1ccccc1NC(=O)/C(C)=C/C(=O)O,-2.3,17.1
Cc1nc(C#N)c(NCc2ccc3c(c2)OCO3)o1,-1.2,-0.2
O=c1/c(=C\c2ccc(O)cc2)sc2nc(-c3ccccc3)c(-c3ccccc3)n12,-1.3,7.2
CCn1cc(S(=O)(=O)c2ccc(OC)cc2)c(=O)c2cc(F)c(N3CCN(C)CC3)cc21,-1.4,18.2
Nc1ccc(C(=O)NNC(=O)C2COc3ccccc3O2)cc1[N+](=O)[O-] (stereo not drawn),-0.7,37.8
CC1Cc2ccccc2N1C(=O)CSc1nc2c(c(=O)n(C)c(=O)n2C)n1Cc1ccccc1 (stereo not drawn),-0.2,36.6
CCOC(=O)Cn1nnc2c(sc3nc4c(c(-c5ccccc5)c32)CCC4)c1=O,-0.1,10.3
Cc1ccc(OCC(=O)N/N=C2\CCOc3c(C)cccc32)cc1,-2.8,9.5
CN1CC(=O)N=C1N,-3.2&-1.3,9.2&28.0
Cc1cccc([C@@H](NC(=O)OC(C)(C)C)C(=O)OC(C)(C)C)c1,-2.0,9.6
O=C(c1ccccc1Cc1ccccc1)N1CCN(S(=O)(=O)c2ccccc2[N+](=O)[O-])CC1,-1.4,12.7
Cc1ccccc1OCC(=O)OCC(=O)Nc1cc(C(F)(F)F)ccc1N1CCOCC1,0.3,6.5
CS(=O)(=O)Nc1ccc(C(=O)Nc2ccc3ccccc3c2)cc1,-1.3,10.3
COC(=O)c1sc(N)c(C(=O)OC)c1COC(=O)c1c(C)noc1C,-1.6,8.5
COc1ccc(CNc2ccc3c(c2)nc(C)n3C)cc1,1.7,24.0
CCCCN(C(=O)CSc1nnc(-c2ccccc2OC)n1C)c1c(N)n(Cc2ccccc2)c(=O)[nH]c1=O,0.6,7.0
CN(C)S(=O)(=O)N(CC(=O)NCCSCc1ccc(Cl)cc1)c1ccccc1,0.6,11.0
CCOC1OC(=O)C(Cl)=C1Nc1cc(C)ccc1C (stereo not drawn),-1.8,11.1
# New compounds follow:
SMILES,STK33 inh,OX1R antag
Cc1cc(C(=O)NCc2nc(-c3ccccc3)no2)ccc1[N+](=O)[O-],-0.6,34.5
C1CC1Cc1noc(CN2CCN(CC3CC3)CC2)n1,0.2,-0.8
COc1ccc(CCn2c(=N)c(C(=O)N3CCN(C)CC3)cc3c(=O)n4ccccc4nc32)cc1,-0.3,105.5*
CC(C)N(Cc1ccccc1)C(=O)COC(=O)C1CCN(S(=O)(=O)c2ccc3c(c2)OCCO3)CC1,-1.2,14.9
COc1ccc(NC(=O)N2CCCc3ccccc32)cc1,0.7,4.6
Cc1ccc(S(=O)(=O)N2CC(=O)N3CCN(CCN)C3C2)cc1 (stereo not drawn),-1.2,1.3
COc1ccc(C2=NCCn3nc4cc([N+](=O)[O-])ccc4c32)cc1,0.7,14.2
CC(C)CCNC(=O)Nc1ccc2c(c1)N(C)C(=O)CS2,-0.5,5.5
CCc1ccc(OCc2cnc(Cl)s2)cc1,-0.8,18.4
Cc1cc(C(=O)N/N=C/c2ccccn2)n[nH]1,0.2,7.9
Cc1ccsc1/C=C(\C#N)C(=O)NCc1cccnc1,-0.1,22.8
N#Cc1ccccc1OCC(=O)NCC(c1cccs1)N1CCOCC1 (stereo not drawn),-0.7,-0.9
O=C(CCc1ccc(S(=O)(=O)N2CCOCC2)cc1)Nc1ccc2c(c1)OCCO2,-0.1,8.9
O=C(CSc1ncnc2c1cnn2-c1ccccc1)NCC1CCCO1 (stereo not drawn),-0.8,22.8
COc1ccc(N(C)C(=O)CCS(=O)(=O)c2cccc3nsnc23)cc1,-1.9,127.7*
O=C1CCCC(O)=C1N=Nc1cccc(S(=O)(=O)N2CCOCC2)c1,-0.9,7.6
CC(C)=CC(=O)NCCc1ccccc1,0.8,6.3
COC(=O)C(Cc1ccccc1)NC(=O)CSc1nc(C)cc(=O)[nH]1 (stereo not drawn),-0.6,12.9
COc1ccccc1CN(C(=O)CNC(=O)c1ccco1)C(C(=O)NCC1CCCO1)c1ccc(OC)c(OC)c1 (stereo not drawn),-0.1,32.8
C/C=C(\C)CN1CCC(Oc2cccc(C(=O)NCc3ccccn3)c2)CC1,0.6,44.7
COc1ccc(/C(C)=N/NC(=O)c2ccncc2)cc1,0.1,10.8
COc1ccc(NC(=O)c2ccc3c(c2)NC(=O)CS3)cc1S(=O)(=O)Nc1ccc(Br)cc1,0.4,1.5
O=C(COC(=O)Cc1ccc(S(=O)(=O)N2CCCCC2)s1)Nc1ccc2c(c1)OCO2,-3.0,9.9
CCOC(=O)c1nnc(-c2ccc(C)cc2)nc1Oc1ccccc1Cl,-1.8,9.1
C=CCc1cccc(/C=N/NC(=O)c2ccccc2Br)c1O,-1.3,12.9
# (next part)
SMILES,STK33 inh,OX1R antag
Cc1ccc(-c2cnc(-c3ccncc3)o2)cc1,1.1,6.9
O=S(=O)(Cc1ccccc1)N1CCCCCC1,2.2,1.6
CCCC(=O)Nc1sc2c(c1C(=O)Nc1ccccn1)CCCC2,-1.0,14.5
CCCCCCSc1ccc(-c2nc3ccc(C)cn3c2NC2CCCCC2)cc1,-0.9,34.4
CC1CCCN(S(=O)(=O)c2ccc(Br)s2)C1 (stereo not drawn),0.1,9.6
O=C(COC(=O)c1ccc(O)cc1)NC(=O)NCc1ccccc1,2.0,1.3
CC(C)(C)c1nnc(NC(=S)Nc2ccccc2)s1,-0.7,11.9
O=C(c1ccccc1F)N1CCC(O)(c2cccnc2)CC1,0.6,-6.6
O=c1nc(N2CCOCC2)ccn1-c1nc(-c2ccccc2)sc1-c1ccccc1,0.9,33.6
CCC(C)(C)c1ccc(OCC(=O)Nc2ccncc2)cc1,0.7,17.9
CCOc1ccc(NC(=O)CN(c2ccc([N+](=O)[O-])cc2)S(=O)(=O)c2ccccc2)cc1,-1.2,5.7
CC(=O)c1ccccc1NC(=O)COC(=O)Cc1cccc(C(F)(F)F)c1,-0.8,6.5
Cc1c(N2C(=O)/C(=C3/C(=O)N(C)c4ccccc43)SC2=S)c(=O)n(-c2ccccc2)n1C,0.9,2.8
Cc1ccc2c(c1)NCC(C(=O)NC1CCC(C)CC1)O2 (stereo not drawn),-0.7,3.6
COc1ccc2[nH]c3c(=O)n(CCc4ccccc4)cnc3c2c1,1.3,24.1
COc1cc(O)oc1C=Nc1ccc(C(F)(F)F)cc1,-1.2,3.6
O=C(/C(C=Nc1cc2c(oc1=O)CCCC2=O)=C(\O)c1ccccc1)c1ccccc1,nt,12.0
COc1cc(Cl)c(C)cc1NC(=O)Cn1c(NCCO)nc2ccccc21,0.4,13.5

# Screening data as filed in PubChem.
